GPT2 inh – blocks human glutamate pyruvate transaminase 2; Q8TD30; Recombinant GPT2, coupled pyruvate oxidase/HRP Amplex Red fluorescence; Potency, µM (highest dose often 57.7 µM), for inactives: at the top dose activity change, negative = inhibition, most hits filed as inhibitors; hit rate 0.25% among 100,000; further: potency means the concentration at half of the fitted maximal effect; nearly all actives have a fitted effect of over 60% in size; many of its hits are not listed in these tables
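Inhibition is scored from Amplex Red fluorescence generated when pyruvate oxidase and HRP act on pyruvate released by GPT2. Reactions contain 10ng/uL enzyme, 250uM a-KG and 2mM L-alanine and run 30 min at room temperature.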
SNCA expr inh – inhibitors of alpha-synuclein (SNCA) gene expression; Potency, µM (titrated, usually from 57.2 µM), for the others: top-dose activity change, negative = inhibition, usual class: inhibitors; hit rate 0.17% among 140,000; HEK-293 SNCA-luciferase knock-in, luminescence, 24 h;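 further: potency means the concentration at half of the fitted maximal effect; plate controls were DMSO cells for no effect and cell-free wells for full effect; nearly all actives have a fitted effect of over 45% in size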
FLuc inh – inhibitors of firefly (Photinus pyralis) luciferase | P08659 | Potency, µM (series often up to 115 µM), inactives show top-dose activity change, negative = inhibition, actives largely listed as inhibitors | purified P. pyralis luciferase, luminescence, biochemical | hit rate 2.5% among 76,000; further: potency means the concentration at half of the fitted maximal effect; nearly all actives have a fitted effect of over 65% in size
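Purified 10nM P. pyralis luciferase with 10uM D-luciferin and 10uM ATP in 50mM Tris acetate pH 7.5, 10mM Mg acetate, 0.01% Tween-20, 0.05% BSA. qHTS titration; luminescence read by CCD imager.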
HEK293 tox – kills HEK 293 cells | HEK 293 viability, ATP luminescence (CellTiter-Glo), 48-72 h | Potency, µM (doses to about 115 µM), for the others: at the highest dose activity change, negative = cytotoxicity, actives largely listed as inhibitors | hit rate 6.6% among 94,000 | AID 1345083; further: potency means the concentration at half of the fitted maximal effect; nearly all actives have a fitted effect of over 60% in size
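Cytotoxicity was scored by loss of ATP-coupled luminescence (CellTiter-Glo) in HEK 293 cells. Compound treatment ran 48 or 72 hr at 37 degree Celsius, 5% CO2, 95% humidity.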
HEK293 viab – reduces viability of HEK-293 SNCA reporter cells; hit rate 0.12% among 150,000; Potency, µM (titrated, usually from 57.1 µM), without a hit: at the highest dose activity change, negative = cytotoxicity, most hits filed as cytotoxic; HEK-293-SNCA-luc viability, GF-AFC fluorescence, 24 h;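 further: potency means the concentration at half of the fitted maximal effect; 0% = DMSO-treated cells and -100% = medium-only wells without cells; nearly all actives have a fitted effect of over 30% in size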
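HEK-293-SNCA-luc cells (1500/well) plated 24 h, then exposed 24 h to a dilution series; GF-AFC added 30 min at 37C, fluorescence 405/540 nm; normalised to medium-only and DMSO wells, Hill fit.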
3T3 cytotox – cytotoxic compounds in NIH 3T3 cells; Potency, µM (top dose mostly 96.7 µM), for inactives: top-dose activity change, negative = cytotoxicity, usual class: inhibitors; NIH 3T3 viability, CellTiter-Glo ATP luminescence, 48-72 h; hit rate 4.3% among 94,000; AID 1345082; further: potency means the concentration at half of the fitted maximal effect; nearly all actives have a fitted effect of over 55% in size
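Viability of NIH 3T3 cells after 48 or 72 hr compound treatment at 37 °C was assessed by CellTiter-Glo, with luminescence imaged following a 10 min room-temperature step.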
IP6K1 inhibitor – IP6K1 kinase inhibition; Q92551; IP6K1 kinase, ADP-Glo luminescence, 2 h; active compounds read low; activity change, % (series mostly up to about 58 µM); hit rate 0.81% among 140,000; AID 1645851; in the data active means activity change below about -25%
Target sequence (Q92551 whole entry, looked up): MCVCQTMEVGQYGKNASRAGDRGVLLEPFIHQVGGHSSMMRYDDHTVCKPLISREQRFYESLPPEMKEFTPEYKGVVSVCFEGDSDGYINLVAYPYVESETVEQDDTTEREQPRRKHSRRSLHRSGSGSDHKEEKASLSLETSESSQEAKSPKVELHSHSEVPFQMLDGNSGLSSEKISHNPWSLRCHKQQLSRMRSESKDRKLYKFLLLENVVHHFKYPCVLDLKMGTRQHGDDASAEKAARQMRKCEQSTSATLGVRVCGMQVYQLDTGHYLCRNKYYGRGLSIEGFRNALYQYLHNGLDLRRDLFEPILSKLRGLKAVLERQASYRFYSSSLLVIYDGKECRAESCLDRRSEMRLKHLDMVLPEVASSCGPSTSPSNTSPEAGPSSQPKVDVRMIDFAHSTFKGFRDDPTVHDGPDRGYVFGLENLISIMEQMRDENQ
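ADP-Glo luminescence measures ADP made by human IP6K1 during a 2 h RT reaction with ATP/IP6 (mix at 1.3 mM/130 uM); top library doses 57.5 and 19.1 uM final.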
* hit, by the source's call; i = inactive; ? = inconclusive; . = not tested or not shown; [ ] = dose if it differs, or a comment. Unless noted, the call rests on the fitted dose curve; in most records, active means well fitted curve in the direction sought with a large enough effect; inconclusive means small, poorly fitted or top-dose-only effect, or another doubt; inactive means no such curve, though single readings can be large; an effect the other way counts as inactive or inconclusive. Unless noted, on the % scale 0 is the no-effect control and ±100 the full control effect.

SMILES	GPT2 inh	SNCA expr inh	FLuc inh	HEK293 tox	HEK293 viab	3T3 cytotox	IP6K1 inhibitor
CC(=O)N1CCN(C[C@@H]2C=C(C)[C@H](Cc3nnc(-c4cncn4C)o3)C[C@H]2C(C)C)CC1	3%	3%	5%	?	-10%	?	15
COc1ccc(Cl)cc1NC(=O)CSc1ccc2nnc(CCNS(=O)(=O)c3ccccc3)n2n1	.	2%	.	.	-21%	.	11
CCC(C)NC(=O)c1ccc2c(c1)N(Cc1ccccc1)C(=O)c1ccccc1S2 (centres undefined)	.	-11%	.	.	-20%	.	-9
Cc1cc(Cl)ccc1OCC(=O)N1CCC(c2nc3ccccc3o2)CC1	.	0%	.	.	9%	.	6
COc1cccc(CSc2nc3n(n2)C(CC(C)C)C(C(=O)Nc2ccccc2OC)=C(C)N3)c1 (centres undefined)	.	22%	.	.	?	.	38
CCOC(=O)[C@@H]1CN([S+](=O)([O-])Cc2ccccc2)[C@H]2c3ccc(OC)cc3O[C@@H]12	.	.	.	?	.	?	2
COc1ccc(CNC(=O)c2c(C)nc3cnccn23)cc1	.	.	.	-5%[172 µM]	.	-20%[138 µM]	-1
Cn1cc(-c2cn[nH]c2)c2nc(COc3ccccc3)cn2c1=O	3%[88.5 µM]	17%[87.6 µM]	0%[172 µM]	?	-7%[87.6 µM]	?	-16
CCOc1ccc(C(=O)N2CCCC(n3cc(-c4nc(C(C)C)no4)nn3)C2)cc1 (centres undefined)	i	-26%	7%	?	-8%	-11%	17
COc1ccc(N2CCN(S(=O)(=O)CCNC(=O)c3ccc(OC(C)C)cc3)CC2)cc1	.	-1%	.	.	4%	.	12
CN(C)C[C@@H]1CN(C2CCOCC2)C[C@H]1NC(=O)c1ccco1	i	2%	12%	i	4%	2%	-7
NCC1Cn2cccc2CN1Cc1ccccc1 (centres undefined)	i	22%	-4%	?	-1%	?	-4
CCN(C)C(=O)CC1=CSC2=NC(C)=C(C(=O)OC(C)(C)C)C(c3ccc(Cl)cc3)N12 (centres undefined)	i	-15%	-5%	?	-6%	?	9
CC(C)c1noc(C2CCCN(C(=O)C3CCCCC3)CCC(=O)NCC2)n1 (centres undefined)	-29%	31%	-5%	i	-1%	i	15
COc1ccccc1C(=O)NCCn1ccn2nc(-c3ccc(C)c(C)c3)cc2c1=O	i	-9%	-24%	-26%	1%	-27%	-14
CCOCc1nc(C2CCCN(C(=O)c3ccccc3F)C2)no1 (centres undefined)	3%	52%[activator]	-7%	-4%	-7%[12.5 µM]	4%	26
Cc1ccc(C)c(Cn2c(=O)n(Cc3ccc4c(c3)OCO4)c(=O)c3oc4ccccc4c32)c1	.	4%	.	.	12%	.	12
Cc1ncoc1C(=O)N1CCC(C2CCN(Cc3cccc(F)c3F)CC2)C1 (centres undefined)	-17%	1%	1%	-29%	5%	?	13
CC(=O)N1CCC(C(=O)NC[C@@H]2C=C(C)[C@H](CC(=O)N(C)Cc3ccccc3)C[C@H]2C(C)C)CC1	2%	-20%	?	-19%	-30%	-22%	-9
O=C(Nc1ccc(-c2nnc3n2CCCC3)cc1)Nc1ccccc1F	i	14%	-5%	10%	11%	i	12
COc1ccc2cc(C(=O)N3CCN4CCS(=O)(=O)N(C5CC5)C(=O)C4C3)[nH]c2c1 (centres undefined)	i	-4%	-12%	?	1%	-37%	0
CN(Cc1ccnn1C)C1CCc2ccccc21 (centres undefined)	-8%[88.5 µM]	-1%[87.6 µM]	-2%[172 µM]	-13%[172 µM]	0%[87.6 µM]	?	11
CNC(=O)C1CCC(Cn2c(=O)c3sccc3n(CC(=O)NCc3ccc(C)cc3)c2=O)CC1 (centres undefined)	.	-15%	.	.	6%	.	-5
CN1CCN(Cc2ccc(Nc3cnc4ccc(-c5ccccc5)nn34)cc2)CC1	-11%[88.5 µM]	9%[87.6 µM]	8%[172 µM]	25µM*	-22%[87.6 µM]	?	-13
CCOc1ccc(CCNC(=O)CCn2c(=O)c3cccn3c3ccc(F)cc32)cc1	.	1%	.	.	1%	.	2

Compound profiles, from the list above. Screens in order: GPT2 inh	SNCA expr inh	FLuc inh	HEK293 tox	HEK293 viab	3T3 cytotox	IP6K1 inhibitor
CCOCc1nc(C2CCCN(C(=O)c3ccccc3F)C2)no1 (centres undefined) is listed as 3%	52%[activator]	-7%	-4%	-7%[12.5 µM]	4%	26
Cn1cc(-c2cn[nH]c2)c2nc(COc3ccccc3)cn2c1=O is listed as 3%[88.5 µM]	17%[87.6 µM]	0%[172 µM]	?	-7%[87.6 µM]	?	-16

As a working copy, part of the list above:
SMILES	GPT2 inh	SNCA expr inh	FLuc inh	HEK293 tox	HEK293 viab	3T3 cytotox	IP6K1 inhibitor
CC(=O)N1CCN(C[C@@H]2C=C(C)[C@H](Cc3nnc(-c4cncn4C)o3)C[C@H]2C(C)C)CC1	3%	3%	5%	?	-10%	?	15
COc1ccc(Cl)cc1NC(=O)CSc1ccc2nnc(CCNS(=O)(=O)c3ccccc3)n2n1	.	2%	.	.	-21%	.	11
CCC(C)NC(=O)c1ccc2c(c1)N(Cc1ccccc1)C(=O)c1ccccc1S2 (centres undefined)	.	-11%	.	.	-20%	.	-9
Cc1cc(Cl)ccc1OCC(=O)N1CCC(c2nc3ccccc3o2)CC1	.	0%	.	.	9%	.	6
COc1cccc(CSc2nc3n(n2)C(CC(C)C)C(C(=O)Nc2ccccc2OC)=C(C)N3)c1 (centres undefined)	.	22%	.	.	?	.	38

Following part.
SMILES	GPT2 inh	SNCA expr inh	FLuc inh	HEK293 tox	HEK293 viab	3T3 cytotox	IP6K1 inhibitor
CC(=O)OCC(COC(C)=O)OC(C)=O	0%	17%[25.6 µM]	.	.	10%[23.9 µM]	.	11
COc1ccc(C(=O)CC2(O)C(=O)N(Cc3ccccc3Cl)c3ccccc32)cc1 (centres undefined)	.	4%	.	.	-9%	.	9
CC(=O)Nc1ccc(NC(=O)CN2C(=O)NC3(CCOCC3)C2=O)cc1	i	2%	-6%	10%	3%	-1%	-8
NC1CCN(O)C1=O (centres undefined)	3%	-3%	.	.	6%	.	.
CC(C)=CCC[C@](C)(O[C@@H]1O[C@H](CO[C@@H]2O[C@@H](CO)[C@H](O)[C@H]2O[C@@H]2OC[C@@H](O)[C@H](O)[C@H]2O)[C@@H](O)[C@H](O)[C@H]1O)[C@H]1CC[C@]2(C)[C@@H]1[C@H](O)CC1[C@@]3(C)CC[C@H](O[C@@H]4O[C@H](CO)[C@@H](O)[C@H](O)[C@H]4O[C@@H]4O[C@H](CO)[C@@H](O)[C@H](O)[C@H]4O)C(C)(C)C3CC[C@]12C (some centres undefined)	3%[11.5 µM]	.	.	.	10%[12.5 µM]	.	-2
Cc1ccc(CN2CCOCCNC(=O)[C@H]3CCCC[C@H]32)s1	i	-4%	2%	?	8%	-13%	-11
COc1cccc(CN2C(=O)CCCCC2C(=O)NCCc2ccccc2)c1 (centres undefined)	1%	-30%	-8%	-21%	-23%	-13%	13
N#C/C(=C\c1ccccc1F)c1nc2ccccc2c(=O)[nH]1	.	?	.	.	12%	.	-5
Cc1cc(C(=O)N2[C@@H]3CC[C@H]2CC(NC(=O)c2ccc(F)cc2)C3)n[nH]1 (some centres undefined)	-13%	-6%	-4%	2%	-6%	-10%	-5
CCNC(=O)CCc1c(CC)nn(-c2ccc(OC)cc2)c1Oc1cccc(F)c1	-18%	-26%	-1%	?	-6%	?	3
COc1ccc(F)cc1S(=O)(=O)N1CCC(n2cnnc2C)CC1	i	-6%	8%	2%	-7%	5%	8
COc1ccccc1C(=O)Nc1ccccc1C(=O)OCc1cc(=O)n2c(C)csc2n1	.	-3%	.	.	9%	.	-19
COc1ccccc1-c1ccc(C(=O)N2CCC(C(=O)NCC(F)(F)F)CC2)cc1	i	4%	.	?	7%[12.5 µM]	?	4
COc1ccc(CC(=O)NC2CCCN(c3cc(-c4ccc(OC)cc4)[nH]n3)C2)cc1 (centres undefined)	-4%	38%[activator]	7%	5%	3%	1%	9
O=C(c1cc(F)ccc1F)N1CCC2(CC1)N(c1ccccc1)C(=O)CS2(=O)=O	i	18%	8%	i	5%	i	-5
O=C1NCc2ccccc2CC12CCCN(Cc1ccc(F)cc1F)C2 (centres undefined)	i	4%	.	-27%	-12%	-15%	-1
CC1CCC(Nc2nc3c(-c4ccc(Cl)cc4)nnn3c3ccccc23)CC1 (centres undefined)	.	-2%	.	.	-3%	.	-7
COc1ccc2nc([C@H]3CCN(Cc4cccc(OC(F)(F)F)c4)C3)[nH]c2c1	-14%[88.5 µM]	52%[activator][87.6 µM]	?	100µM*	-9%[87.6 µM]	89µM*	3
CC[C@@H](CO)NCCN[C@@H](CC)CO	-3%	51%[25.6 µM]	.	.	-19%[23.9 µM]	.	12

Screening data deposited in PubChem by National Center for Advancing Translational Sciences (NCATS).
